TexasRed fluor – Total Fluorescence Counterscreen for Inhibitors of the Interaction of Thyroid Hormone Receptor and Steroid Receptor Coregulator 2 | TRb/SRC2 Texas Red total fluorescence interference | Potency, µM (doses to about 106 µM), for the others: top-dose fluorescence change, negative = quenching | 0.29% of 280,000 active; active = well fitted curve in either direction with a large enough effect; inconclusive = small, poorly fitted or top-dose-only effect; also: potency is read from the fitted curve at half-maximal effect; % is scaled to controls: 0 for no effect and ±100 for the full control effect
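Flags fluorescent or light-absorbing compounds by total fluorescence, S + 2P, at 555 nm excitation and 632 nm emission. Mixture: 20 nM Texas Red SRC2 peptide, 0.6 uM human TRb LBD, 1 uM T3, 5% DMSO; compound exposure 5 h at ambient temperature.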
TRb-SRC2 inh – qHTS for Inhibitors of the Interaction of Thyroid Hormone Receptor and Steroid Receptor Coregulator 2; Thyroid hormone receptor beta (Homo sapiens), P10828; TRbeta-SRC2 peptide binding, fluorescence polarization; receptor liganded with 1 µM T3; Potency, µM (titrated, usually from 106 µM), for the others: at the top dose activity change, negative = inhibition, usual class: inhibitors; 0.065% of 280,000 active;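 also: potency is read from the fitted curve at half-maximal effect; plate controls were bound peptide for no effect and peptide without receptor for full effect; nearly all actives have a fitted effect of over 50% in size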
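A fluorescence polarization screen tested compounds at multiple concentrations against complex formation between 0.6 uM TRb ligand-binding domain and 20 nM Texas Red SRC2 peptide, with 1 uM T3 present; readout after 5 hr.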
Tau fluor counter – Counterscreen qHTS for Inhibitors of Tau Fibril Formation, Fluorescence Polarization | tau K18 P301L Alexa594 fluorescence, heparin fibrillization | Potency, µM (doses to about 57.7 µM), without a hit: at the highest dose activity change, negative = decrease | 0.93% of 280,000 active; also: potency is read from the fitted curve at half-maximal effect; % is scaled to controls: 0 for no effect and ±100 for the full control effect; nearly all actives have a fitted effect of over 55% in size
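Human tau K18 P301L (15 uM unlabeled, 0.24 uM Alexa 594-labeled) in 100 mM sodium acetate pH 7 with 20 uM heparin, 6 hr at 37 C. ThT 30 uM added, 1 hr ambient; Alexa 594 FP and total fluorescence read at 555/632 nm.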
CBFb-RUNX1 inh – qHTS Assay for Compounds Blocking the Interaction Between CBF-beta and RUNX1 for the Treatment of Acute Myeloid Leukemia. Runt-related transcription factor 1 (Homo sapiens) + Core-binding factor subunit beta …. AlphaScreen CBFb-His/RUNX1-biotin binding, biochemical. Potency, µM (series often up to 59.8 µM), for the others: at the highest dose activity, negative = inhibition, most hits filed as inhibitors. 230,000 tested, under 10 active. AID 1477, 2009; also: % of control where 0% means no effect
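AlphaScreen binding: CBFb-His and RUNX1-biotin (30 nM each) preincubated 20 min, compound added for 15 min, then nickel and streptavidin beads for 90 min, all at room temperature. Disruption of the interaction by any mechanism counts as activity.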
Epigenetic derep – Quantitative High-Throughput Screen for Regulators of Epigenetic Control. murine LDR cells, GFP reporter derepression, 30 h. Potency, µM (top dose mostly 53.9 µM), without a hit: at the highest dose GFP activation, hits mostly activators. 0.2% of 280,000 active. AID 1865, 2009; also: potency is read from the fitted curve at half-maximal effect; % of control where 0% means no effect; nearly all actives have a fitted effect of over 60% in size
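Murine LDR cells bearing a silenced CMV-driven GFP reporter were exposed to compound for 30 h at 37 C. After PBS washes, GFP-positive cells (20-120 um objects) counted by laser-scanning microplate cytometry.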
NPSR antagonist – qHTS Assay for Antagonists of the Neuropeptide S Receptor: cAMP Signal Transduction; Q6W5P4; CHO-NPSR cells, cAMP TR-FRET, antagonist mode; Potency, µM (doses to about 38.3 µM), for inactives: at the top dose activity change, negative = inhibition, actives largely listed as inhibitors; 1% of 220,000 active; also: potency is read from the fitted curve at half-maximal effect; % is scaled to controls: 0 for no effect and ±100 for the full control effect; nearly all actives have a fitted effect of over 50% in size; many of its hits are not listed in these tables
Target sequence (Q6W5P4 whole entry, looked up): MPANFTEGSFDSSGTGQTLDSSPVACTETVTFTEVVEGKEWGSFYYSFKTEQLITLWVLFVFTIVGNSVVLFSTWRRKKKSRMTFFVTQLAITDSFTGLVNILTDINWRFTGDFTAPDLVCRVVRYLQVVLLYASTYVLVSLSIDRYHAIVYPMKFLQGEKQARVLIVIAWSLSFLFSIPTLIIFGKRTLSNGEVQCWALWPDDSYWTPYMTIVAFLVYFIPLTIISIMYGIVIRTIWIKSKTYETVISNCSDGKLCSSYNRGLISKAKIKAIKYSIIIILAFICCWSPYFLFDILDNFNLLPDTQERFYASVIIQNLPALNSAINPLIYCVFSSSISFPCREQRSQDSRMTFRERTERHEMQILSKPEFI
GLA spleen mod – qHTS Assay for Inhibitors and Activators of Human alpha-Galactosidase From Spleen Homogenate | Potency, µM (doses to about 80 µM), for inactives: at the highest dose activity change, negative = inhibition, hits mostly inhibitors | Alpha-galactosidase A (Homo sapiens), P06280 | 0.008% of 240,000 active | human spleen homogenate, 4MU-alpha-Gal fluorescence, 40 min;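 also: potency is read from the fitted curve at half-maximal effect; 0% = enzyme with vehicle and -100% = no enzyme basal signal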
Target sequence (P06280 32-429 limits assumed): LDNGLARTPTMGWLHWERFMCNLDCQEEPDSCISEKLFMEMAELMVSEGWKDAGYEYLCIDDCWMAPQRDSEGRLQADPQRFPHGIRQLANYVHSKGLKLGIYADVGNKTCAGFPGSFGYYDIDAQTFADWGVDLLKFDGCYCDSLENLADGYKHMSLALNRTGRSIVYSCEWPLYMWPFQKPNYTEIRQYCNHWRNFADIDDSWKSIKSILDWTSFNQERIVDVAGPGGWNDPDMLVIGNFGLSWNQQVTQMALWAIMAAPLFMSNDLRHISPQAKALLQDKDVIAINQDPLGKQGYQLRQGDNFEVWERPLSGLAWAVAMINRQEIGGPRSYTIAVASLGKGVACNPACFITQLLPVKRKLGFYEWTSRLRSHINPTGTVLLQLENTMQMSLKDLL
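qHTS titration in buffer at pH 5.0. Alpha-galactosidase activity in spleen homogenate was measured via 4-methylumbelliferone release from 1 mM fluorogenic substrate after 40 min at 37C and a pH 10 stop. AC50 came from Hill fits of control-normalized data.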
Tau fibril FP – qHTS for Inhibitors of Tau Fibril Formation, Fluorescence Polarization. 0.39% of 280,000 active. AID 1468, 2008. Potency, µM (doses to about 57.7 µM), for inactives: at the highest dose activity, negative = inhibition, most hits filed as inhibitors. Microtubule-associated protein tau (Homo sapiens), P10636. K18 P301L tau heparin fibrillization, Alexa594 FP, 6 h; also: potency is read from the fitted curve at half-maximal effect; % is scaled to controls: 0 for no effect and ±100 for the full control effect; nearly all actives have a fitted effect of over 55% in size
Target sequence (P10636 561-689 P618L limits assumed): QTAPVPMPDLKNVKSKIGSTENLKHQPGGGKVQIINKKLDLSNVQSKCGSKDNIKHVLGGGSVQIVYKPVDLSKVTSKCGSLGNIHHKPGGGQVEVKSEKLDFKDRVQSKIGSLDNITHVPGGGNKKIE
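Human tau K18 […] P301L fragment, 15 uM unlabeled plus 0.24 uM Alexa 594-labeled tau (final), with compound and 20 uM heparin in 100 mM sodium acetate pH 7; 6 hr at 37 C, then Alexa 594 FP read.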
* hit, by the source's call; ? = inconclusive; / = not tested or not shown; [ ] = another dose, or the depositor's remark. Unless noted, calls follow the shape of the dose curve; as a rule, active = well fitted curve in the direction sought with a large enough effect; inconclusive = small, poorly fitted or top-dose-only effect, or another doubt; inactive = no such curve, though single readings can be large; an effect the other way counts as inactive or inconclusive.

structure	TexasRed fluor	TRb-SRC2 inh	GLA spleen mod	CBFb-RUNX1 inh	NPSR antagonist	Tau fibril FP	Tau fluor counter	Epigenetic derep
CC(C)C[C@H](NC(=O)[C@@H]1O[C@H]1C(=O)O)C(=O)NCCCCN=C(N)N	-8%	0%	2%	3%	-10%	8%	1%	0.1%
CN(C)C(=O)c1ccc(-c2nc(Nc3ccncc3)c3ccccc3n2)cc1	-1%	4%	-6%	/	/	-7%	-18%	-0.1%
O=C(CSc1nnc(-c2cccnc2)n1Cc1ccco1)N1CCc2ccccc21	-4%	-8%	?	0%	-12%[46.1 µM]	0%	0%	5.1%
CCOC(=O)CC(NC(=O)C1c2ccccc2Oc2ccccc21)c1ccc(C)cc1 (stereo not given)	-1%	-1%	2%	5%	-19%	-2%	-12%	0.0%
CCCn1nc(NS(C)(=O)=O)c2cc3cccc(C)c3nc21	-1%	-4%	0%	6%	-2%[46.1 µM]	12%	-3%	-7.6%
Cc1cc(OCC(=O)N(Cc2ccco2)C2CCS(=O)(=O)C2)ccc1Cl (stereo not given)	-3%	4%	-7%	-4%	-42%	-14%	-7%	1.9%
Cc1cccc(N2CCN(C(=O)Cc3c(C(=O)O)[nH]c4ccc(Cl)cc34)CC2)c1C	-3%	-1%	10%	6%	-16%[46.1 µM]	-1%	-5%	0.0%
COc1ccc(CCNC(=O)C(=O)Nc2ccc3c(c2)OCO3)cc1OC	-2%	2%	0%	11%	10%	-5%	-6%	4.5%
O=C(CC(=O)c1ccccc1)Nc1ccc2c(c1)OCCO2	-4%	0%	14%	-14%	-14%[46.1 µM]	3%	-8%	1.2%
CN1C(=O)Cc2cc(S(=O)(=O)N3CCN(c4ccccc4F)CC3)ccc21	4%	-4%	/	/	/	2%	-5%	0.0%
COc1ccc(CNC(=O)C2CCN(S(=O)(=O)c3cc(OC)ccc3OC)CC2)cc1	-1%	-14%	17%	8%	-5%[46.1 µM]	1%	-2%	-1.2%
O=C(Nn1c(SCc2cccc([N+](=O)[O-])c2)nc2ccccc2c1=O)c1ccccc1	-2%	-7%	-5%	?	-40%	-6%	-27%	-3.2%
O=C(NCC1CCCO1)c1ccc2nc(N3CCCCC3)sc2c1 (stereo not given)	-1%	-4%	-7%	-8%	-7%	10%	-2%	-1.0%
Cn1nnc2c(NCc3c(F)cccc3F)ncnc21	0%	7%	/	/	/	-7%	-1%	6.2%
COCCCNC(=O)CC(NS(=O)(=O)c1ccc(Cl)cc1)c1ccc(OC)cc1 (stereo not given)	-8%	-9%	13%	3%	-3%[46.1 µM]	2%	-8%	0.9%
CN(C)c1ccc(CNC(=O)[C@@]2(C)C=C[C@@H](Cc3ccccc3)N2C)cc1	-8%	-1%	-14%	?	/	-1%	-16%	2.9%
CC(C)CCn1cnc2c(sc3nc4c(cc32)CSC(C)(C)C4)c1=O	1%	5%	-2%	0%	-11%	-1%	-14%	-1.0%
Cc1ccc(C(=O)NCC(=O)O)cc1S(=O)(=O)N1CCCCC1	-4%	4%	-22%	0%	3%[46.1 µM]	4%	7%	5.7%
COc1ccc(C(=O)NCC(=O)OCC(=O)N2CCc3ccccc32)cc1	0%	2%	-6%	7%	9%	-4%	-7%	-0.2%
CC(=O)N1CCN(c2ccc(NC(=O)c3ccc(Br)o3)cc2Cl)CC1	-8%	0%	-2%	1%	-2%	6%	-22%	-1.2%
CN1C(C(=O)NCc2ccco2)CC2Cn3c(nc4cc(Cl)c(Cl)cc43)C21 (stereo not given)	-1%	-7%	2%	-9%	0%	-12%	2%	-1.6%
Cc1ccc(-c2csc3nc[nH]c(=S)c23)cc1	-1%	4%	1%	0%	-1%	4%	2%	-0.7%
CNc1ccc(OC(F)F)cc1C(=O)c1ccccc1	2%	-12%	4%	-19%	-6%[46.1 µM]	-15%	-14%	0.3%
CC(C)c1ccc(NC(=O)CN(C)S(=O)(=O)c2ccc3c(c2)n(C)c(=O)c(=O)n3C)cc1	-1%	-7%	/	/	/	-11%	-5%	-0.4%
OC1CCN(Cc2cccc(Oc3ccccc3)c2)CC1	1%	-2%	8%	3%	5%[46.1 µM]	5%	9%	2.7%
O=C(CCC(=O)N/N=C/c1ccco1)N/N=C/c1ccco1	0%	-3%	11%	4%	-17%	1%	-1%	0.0%
Cc1ccc(-n2cnnn2)c(S(=O)(=O)N2CCOCC2)c1	-1%	-2%	-14%	2%	1%[46.1 µM]	-2%	0%	3.9%
Cc1cccnc1NC(=O)Nc1ccc(F)cc1	1%	-18%	11%	-3%	3%[46.1 µM]	2%	3%	-2.5%
COc1ccc2cc3cc(C(=O)Nc4ccc5c(c4)OCCO5)oc3nc2c1	-2%	7%	1%	-10%	-6%[46.1 µM]	-3%	-23%	-1.0%
C[n+]1cc[nH]c1SCC(=O)c1ccc(Cl)cc1	-4%	2%	-3%	-20%	11%	-6%	6%	-0.8%[10.1 µM]
COCCNC(=O)c1onc(CSc2ccccc2)c1C(=O)O	-2%	2%	3%	8%	-1%[46.1 µM]	-2%	1%	-0.9%
Cc1ccccc1C(=O)NC(C(N)=O)P(=O)(OC(C)C)OC(C)C (stereo not given)	-2%	-4%	-2%	5%	1%[7.67 µM]	-5%	2%	0.0%
Clc1ccc2nc(CSc3nnc4ccccn34)cn2c1	-1%	-5%	13%	1%	-13%[46.1 µM]	-2%	-3%	-2.1%
COc1cccc(OC)c1OCCCOc1cccc2cccnc12	-1%	0%	0%	1%	4%	0%	-1%	1.1%
COc1ccc(C=Nc2cccc3ncccc23)cc1	-1%	-3%	6%	1%	13%	-8%	-12%	0.0%
COc1cc2c(C(=O)NCCCN3CCN(c4cccc(Cl)c4)CC3)cn(C)c(=O)c2cc1OC	2%	-7%	7%	8%	-14%[46.1 µM]	6%	-10%	0.0%
CC(C)CN(C(=O)CSc1nnc2ccccn12)c1c(N)n(CC(C)C)c(=O)[nH]c1=O	1%	11%	3%	0%	-5%[46.1 µM]	-2%	-6%	-0.1%
COc1cc(C2NC(=O)NC(C)=C2C(C)=O)ccc1O (stereo not given)	-4%	-11%	-5%	-5%	-16%	3%	-4%	1.0%
COc1ccccc1NC(=S)N(Cc1ccc(C)cc1)Cc1ccccn1	-1%	3%	-4%	-10%	-31%	6%	-13%	2.0%
O=C1C[C@@H](O)[C@@H](O)[C@@H]2[C@H]3C(=O)N(c4ccc(F)cc4F)C(=O)[C@@H]3CC[C@@H]12	-1%[11.2 µM]	0%[11.2 µM]	-1%[17.5 µM]	14%[13.1 µM]	/	-6%[11.6 µM]	0%[11.6 µM]	0.8%[10.1 µM]
CC(C)C(O)(CC#CCN1CCCC1)c1ccccc1 (stereo not given)	-2%	-3%	1%	-6%	11%	-12%	-8%	3.2%
CN(CC(=O)Nc1cccc2ccccc12)C(=O)/C=C/c1cccs1	-9%	1%	1%	0%	5%	-5%	-9%	0.0%
O=C1CCC(Cc2ccccc2)N1 (stereo not given)	4%	3%	-5%	4%	0%[46.1 µM]	5%	8%	0.9%
O=C(CSc1oc(-c2ccc(F)cc2)nc1S(=O)(=O)c1ccccc1)NC1CCCCC1	1%	-6%	/	/	/	-10%	-20%	2.4%
NNC(=O)CS(=O)(=O)CS(=O)(=O)CC(=O)NN	-3%	-4%	5%	-8%	-20%	3%	1%	1.1%
O=C(Cn1nnc(-c2cc(C(F)(F)F)cc(C(F)(F)F)c2)n1)NNC(=S)Nc1ccc(Cl)cc1	-1%	4%	-6%	-14%	7%	-1%	?	-1.9%
CCOC(=O)c1c(Nc2ccc(OCC)cc2)nnc(-c2ccccc2)c1-c1ccccc1	-3%	11%	/	/	/	7%	-20%	-1.5%
CCOC(=O)c1c(NC(=O)/C=C/c2ccc(OC)c(OC)c2)sc(C(C)=O)c1C	562µM*[quencher]	-19%[53 µM]	/	/	/	-2%	2%	-1.6%
CCc1nn2c(=O)cc(COC(=O)c3ccccc3NC(=O)C3CCCCC3)nc2s1	-2%	-5%	/	/	/	?	-1%	-5.3%
c1ccc2cc(CN3CCOCC3)ccc2c1	0%	-13%	-2%	1%	0%[46.1 µM]	1%	2%	0.0%
Cc1ccc(S(=O)(=O)NN2C(=O)/C(=C/c3ccccn3)SC2=S)cc1	-1%	-9%	-8%	-8%	-16%	3%	-2%	-1.8%
COc1ccc(C2CC(c3ccccc3)=NN2C(=O)COC(=O)CNC(=O)c2ccccc2)cc1 (stereo not given)	-5%	8%	7%	-4%	6%	5%	-12%	1.5%
CCSc1nnc(NC(=O)COc2ccccc2)s1	-1%	-9%	4%	-5%	-2%[46.1 µM]	7%	-14%	-1.3%
COc1ccc(CNC(=O)CN(c2cccc(OC)c2)S(C)(=O)=O)cc1	-3%	0%	-3%	2%	-13%[46.1 µM]	-4%	2%	0.7%
Cc1onc(-c2ccccc2)c1C(=O)NCc1ccco1	5%	2%	5%	0%	-11%[46.1 µM]	3%	-13%	-1.0%
N#Cc1cc2c(nc1SCc1ccccc1)CCCCC2	2%	3%	0%	4%	?	-1%	-14%	-1.2%

These rows are one share of the data (hit frequency here may not be typical).
